# Source: PubChem
# NPY Y2 blocker – antagonists of human neuropeptide Y receptor Y2. 0.99% of 140,000 active. inhibition, % at 2.7 µM. P49146. NPY-Y2 expressing cells, antagonist mode; in the data active = inhibition above about 17%;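 also: 0% = vehicle with agonist challenge and 100% = reference antagonist with challenge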
# Target sequence (P49146 whole entry, looked up): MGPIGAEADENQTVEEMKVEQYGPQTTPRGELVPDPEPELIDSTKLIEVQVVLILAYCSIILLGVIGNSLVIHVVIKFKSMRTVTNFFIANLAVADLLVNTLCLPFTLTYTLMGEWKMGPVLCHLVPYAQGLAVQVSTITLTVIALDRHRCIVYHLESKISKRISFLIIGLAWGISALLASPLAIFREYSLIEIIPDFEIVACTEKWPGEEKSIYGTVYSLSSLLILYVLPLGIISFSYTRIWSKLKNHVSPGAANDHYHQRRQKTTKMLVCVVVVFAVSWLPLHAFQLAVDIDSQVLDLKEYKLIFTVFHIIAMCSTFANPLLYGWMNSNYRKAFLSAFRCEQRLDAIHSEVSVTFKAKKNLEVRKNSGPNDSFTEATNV
# GALR2 antag – GALR2 (human) receptor antagonism | AID 828 | 0.39% of 140,000 active | inhibition, % at 4 µM | GALR2-expressing cells, antagonist mode; in the data active = inhibition above about 27%;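 also: cells stimulated with galanin 1-16 at roughly its EC80; 0% = agonist challenge control and 100% = basal control without agonist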
# Target sequence (O43603 whole entry, looked up): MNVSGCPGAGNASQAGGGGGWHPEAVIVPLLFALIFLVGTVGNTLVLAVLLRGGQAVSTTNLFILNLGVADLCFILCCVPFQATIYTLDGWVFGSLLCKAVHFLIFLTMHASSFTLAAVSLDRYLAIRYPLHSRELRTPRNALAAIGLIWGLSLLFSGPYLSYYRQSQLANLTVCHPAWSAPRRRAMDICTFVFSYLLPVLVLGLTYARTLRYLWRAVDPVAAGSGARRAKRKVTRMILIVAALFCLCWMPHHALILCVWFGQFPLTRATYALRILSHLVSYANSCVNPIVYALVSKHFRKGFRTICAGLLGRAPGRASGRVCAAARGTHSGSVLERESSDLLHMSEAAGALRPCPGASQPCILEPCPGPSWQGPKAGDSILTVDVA
# Phagocyt inh – inhibitors of macrophage phagocytosis; 0.07% of 110,000 active; AID 1029; J774A.1 macrophage IgG-bead phagocytosis, imaging; inhibition, % at 5 µM;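 active = inhibition above the mean of the plate negative controls plus 5 SD, cut at about 13% in these data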;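 also: phagocytic index as fraction of beads internalized from green versus red external bead signal; plate controls were DMSO negative control for no effect and cytochalasin-D positive control for full effect; some results beyond the cut were filed as inactive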
# HCT116 bCat-KO – beta-catenin-lacking colon tumor cell growth suppression | HCT116 beta-catenin knockout viability, CellTiter-Glo, 60 h; active compounds read low | viability, % at 10 µM | 1.5% of 140,000 active;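 active = viability at or under a set limit, the compound median less 4 SD, cut at about 6% in these data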;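 also: 0% = Hyamine 1622 control at 20 µM and 100% = untreated cell control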
# MRP1 act – activators of MRP-1. viability increase, % at 10 µM. 0.61% of 140,000 active. H69AR cells + doxorubicin, viability rescue, CellTiter-Glo;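 active = viability gain under doxorubicin at or above a set limit, the compound median plus 3 SD, cut at about 4.7% in these data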;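 also: MRP-1 overexpressing cells given doxorubicin 25 µM after compound pretreatment; 18-22 h compound pretreatment then 72 h with doxorubicin before readout; 0% = doxorubicin-only wells and 100% = vehicle-treated cells without doxorubicin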
# BB579 growth dn – yeast BB579 growth reduction in restrictive medium | S. cerevisiae BB579 growth, OD615, 48 h | inhibition, % at 10 µM | 0.51% of 140,000 active;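 active = inhibition above a set limit, 3 SD over the mean compound inhibition, cut at about 44% in these data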; also: inactives centre near -24
#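 System: DeaD yeast strain BB579; buffer or medium: CSMM-D dextrose restrictive medium; technique: OD at 615 nm; schedule: 4 h cell preincubation, 48 h compound exposure, 30 °C humidified; doses: single 10 µM dose; controls: amphotericin B 10 µg/mL, positive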
# E-sel TNF inh – TNF alpha driven E-selectin expression inhibition. inhibition, % at 2 µM. HUVEC TNFa-induced E-selectin immunofluorescence, high content. 0.71% of 120,000 active;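 active = inhibition above the batch mean plus 3 SD, and confirmed as a hit on visual image review, cut at about 43% in these data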;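 also: 0% = TNF-stimulated DMSO wells and 100% = unstimulated control wells; not every result past the cut was called active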
# PTEN del growth – growth suppressors of cells with PTEN tumor suppressor deletion; HCT116 PTEN-null viability, CellTiter-Glo, 60 h; active compounds read low; 1.2% of 140,000 active; AID 827; viability, % at 10 µM;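 active = viability at or below a set limit, 4 SD under the median of all tested compounds, cut at about 3.7% in these data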;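 also: PTEN knockout HCT116 line with beta catenin targeted HCT116 as companion control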
# Measles CPE – protection of cells from measles virus; protection (pct of control), % at 4 µM; AID 841; Measles virus-infected cells, CPE protection, absorbance; 1.5% of 140,000 active; in the data active = protection mostly above about 24%, no sharp cut-off; inactive = mostly below about 26%; also: some compounds called inactive have numbers as strong as hits
# Yeast life ext – extends the lifespan of yeast; S. cerevisiae growth with nicotinamide, OD615; deaD strain in restrictive glucose medium; 0.68% of 130,000 active; inhibition of the nicotinamide effect, % at 10 µM;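 active = inhibition above a set limit, placed 3 SD over the median of all compounds, cut at about 26% in these data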;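 also: 0% = nicotinamide-treated wells and 100% = cells grown without nicotinamide; some compounds called inactive have numbers as strong as hits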
#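 assay system = DeaD-strain S. cerevisiae | measured by = absorbance at 615 nm | probe or stimulus = nicotinamide 1.5 mM | buffer or medium = CSMM-D glucose medium, restrictive | times = 48 h at 30 °C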
# Numbers without * were called inactive; / = no result given.
SMILES,NPY Y2 blocker,GALR2 antag,Phagocyt inh,HCT116 bCat-KO,MRP1 act,BB579 growth dn,E-sel TNF inh,PTEN del growth,Measles CPE,Yeast life ext
Cc1cc(C(C)(C)C)oc1C(=O)N(CC(=O)NC1CCCC1)c1ccc(F)cc1,15.0,0.8,-0.5,75.5,1.1,-23.6,6.7,70.6,4.3,-8.4
O=C(O)c1ccc(-c2ccccc2Cl)o1,5.1,-2.2,/,93.5,-0.7,-23.4,-21.2,101.6,13.0,-9.1
Cc1ccc(C(=O)CSc2nnc(-c3ccccc3)n2-c2ccccc2)o1,2.4,4.2,/,86.7,-2.2,6.6,8.3,80.3,21.2,/
CC(C)c1ccccc1NC(=O)CCc1nc2ccccc2s1,4.9,-8.1,0.0,89.2,-1.2,-11.4,24.7,93.3,6.0,-1.5
Cc1ccccc1C(=O)NNC(=S)NC(=O)c1ccccc1,2.3,-7.8,4.7,21.7,-1.4,27.4,/,18.6,11.2,30.4*
Cc1ccc(/C=C(\C#N)c2nn(-c3ccccc3)c(N)c2C#N)cc1,-3.8,11.5,-5.2,104.2,-1.3,-11.7,21.0,98.4,20.5,-2.6
CC1(C)Oc2nc3ccccc3n2/C1=C\C#N,-0.9,-17.8,/,98.4,-0.6,-6.1,-24.0,98.8,26.3,/
CCCNC(=O)C1CCN(S(=O)(=O)c2c(C)noc2/C=C\c2ccc(OC)cc2)CC1,1.5,3.5,/,87.1,-2.9,-11.1,76.2*,96.0,7.5,-9.9
Cc1cccc(/C(N)=N/OC(=O)c2ccc3c(c2)OCO3)c1,4.4,13.0,-1.5,106.0,-3.9,39.0,24.3,105.0,29.3,-9.1
COc1cc(CNCCC2CCOC(C)(C)C2)ccc1O (stereo unspecified),1.8,-7.5,1.9,91.6,-2.5,-14.9,42.9,109.6,11.1,0.2
O=S(=O)(N/N=C\c1c(F)cccc1Cl)c1ccc(Cl)cc1,1.0,-4.9,/,89.7,0.5,-35.7,-10.8,100.9,3.5,18.7
CCn1ncc(/C=N\NC(=O)COc2cc(C)cc(C)c2)c1C,2.1,-5.6,-4.9,82.8,-2.6,-34.9,/,79.0,1.5,-0.9
CCOc1cc(CNCc2cccs2)ccc1OCC(=O)NC(C)(C)C,5.5,-0.5,-4.1,63.7,0.6,12.3,0.1,64.1,7.3,-2.9
O=C(Nc1ccc(N2C(=O)C3C4C=CC(C4)C3C2=O)cc1)Nc1cccnc1 (stereo unspecified),0.0,-14.7,0.7,85.8,-0.9,-23.1,7.0,103.5,3.8,-10.6
CC(=O)NC(CCS(C)(=O)=O)C(=O)Nc1nc(C)cs1 (stereo unspecified),2.0,-2.7,/,99.7,0.8,-19.3,-10.8,102.3,15.3,/
COc1ccc(/C=C/C(=O)NCc2c(C)nn(C)c2C)cc1COc1ccc(Br)cc1,0.5,-18.6,/,83.0,3.1,-4.7,-13.2,83.4,5.7,-13.5
COc1ccc(CN2CC(C(=O)NCCc3ccc(C)cc3)CC2=O)cc1 (stereo unspecified),-2.4,2.6,-3.2,99.5,-0.1,-12.5,-36.2,98.8,4.6,-12.3
CCN(CC)c1ncnc2c1[nH]c1ccccc12,3.0,23.9,-1.1,86.2,-2.8,8.1,8.7,80.1,1.0,-1.6
CCC1SC2=NC(C)=C(C(=O)OC)C(c3ccc(C(=O)OC)cc3)N2C1=O (stereo unspecified),2.0,-0.4,-2.1,91.0,4.9*,-24.3,/,95.0,5.9,-2.1
CC1(CCc2ccccc2)NC(=S)N(c2ccc(Cl)cc2)N1 (stereo unspecified),2.0,6.9,-1.8,82.0,0.0,97.5*,16.9,86.1,1.2,-8.8

# Arranged by the number under BB579 growth dn (low to high): 3 of the compounds above
mol	BB579 growth dn
O=S(=O)(N/N=C\c1c(F)cccc1Cl)c1ccc(Cl)cc1	-35.7
COc1cc(CNCCC2CCOC(C)(C)C2)ccc1O (stereo unspecified)	-14.9
COc1ccc(/C=C/C(=O)NCc2c(C)nn(C)c2C)cc1COc1ccc(Br)cc1	-4.7

# Carrying on.
SMILES,NPY Y2 blocker,GALR2 antag,Phagocyt inh,HCT116 bCat-KO,MRP1 act,BB579 growth dn,E-sel TNF inh,PTEN del growth,Measles CPE,Yeast life ext
O=C(O)c1ccccc1COc1ccccc1Cl,2.2,-8.5,-0.8,95.2,-1.0,-42.9,-9.2,104.4,14.2,-10.2
COc1ccc2c(CC(=O)NC3CCCc4ccccc43)coc2c1 (stereo unspecified),0.1,-7.5,-8.9,87.8,-0.8,-24.5,9.7,96.0,5.2,6.3
Cc1cccc(-n2c(-c3csc(C(C)C)c3)n[nH]c2=S)c1,7.5,-0.6,-1.8,89.9,-3.2,1.3,-24.6,96.1,3.4,-13.2
CCOC(=O)c1c(NC(=O)c2cccs2)sc2c1CCN(C(=O)OCC)C2,2.4,-1.4,3.4,83.3,-7.7,-32.6,-9.4,76.2,4.5,-14.4
COc1cc(CC(NC(C)=O)C(=O)NC2CCN(c3c(Cc4ccccc4)c(C)nc4ncnn34)CC2)cc(OC)c1 (stereo unspecified),3.0,4.1,/,87.9,-1.9,-31.6,-23.4,97.4,2.3,10.2
CC(=O)NCCCc1nc2ccccc2n1Cc1ccccc1C,3.0,-0.2,-3.8,95.5,-3.8,-15.2,11.9,89.1,6.3,3.8
O=C(NC1CCCCC1)C(c1cccs1)N(C(=O)Cc1c[nH]c2ccccc12)c1ccc(F)cc1 (stereo unspecified),8.0,2.3,-0.6,66.9,-4.8,-18.4,-68.2,55.7,2.0,-2.0
O=C(CSc1nnc(-c2ccncc2)o1)NCc1ccccc1Cl,-0.6,-8.5,2.2,100.9,0.6,-32.0,-2.7,91.2,4.4,0.1
CC(=O)Nc1ccc(S(=O)(=O)N2C3CCCC2CC(NC(=O)C2CCCCC2)C3)cc1 (stereo unspecified),0.2,5.7,-0.6,94.3,-1.7,-15.4,-9.8,101.3,2.5,-20.2
Nc1c(Br)cc(Br)c(N2CCCC2=O)c1Br,1.5,6.8,-0.7,93.1,0.5,-27.6,-55.9,88.3,40.5,-6.5
Nc1ccccc1OCP(=O)(c1ccccc1)c1ccccc1,-1.3,-1.6,/,95.1,-2.0,-11.7,/,106.9,8.5,2.8
CCN(CC)S(=O)(=O)c1ccc(N2CCN(S(=O)(=O)c3ccc4c(c3)OCCO4)CC2)nc1,-3.1,2.8,/,56.2,-2.1,-36.2,-5.0,66.6,9.8,-2.2
CCCS(=O)(=O)c1c(S(=O)(=O)CCC)c2c(N)cccn2c1C(=O)c1ccc(F)cc1,-2.6,-3.8,1.0,84.1,-0.9,-57.8,20.1,84.3,10.7,2.8
O=C(COC(=O)c1ccccn1)NCc1ccccc1Cl,1.7,-3.9,/,87.1,-2.3,-3.4,/,87.8,2.3,1.9
Cc1noc(C)c1S(=O)(=O)N1CCC(C(=O)N2CCN(C(=O)c3ccco3)CC2)CC1,0.1,-12.7,0.8,94.1,-1.3,-49.6,-0.8,107.3,13.8,3.6
COc1ccccc1CNC(=O)C1CCCN(S(C)(=O)=O)C1 (stereo unspecified),-1.1,-4.5,1.3,85.6,-0.3,-16.6,-7.9,87.6,5.3,-2.9
CCC1CCCCN1CCCNC(=O)c1ccc2c(=O)n(Cc3ccc(OC)cc3)c(=O)[nH]c2c1 (stereo unspecified),3.8,-9.0,-1.6,74.4,-1.8,-38.9,42.1,81.4,4.9,-1.8
COc1ccc(/C=N/NC(=O)C2c3ccccc3-c3ccccc32)cc1,-1.1,15.6,-5.0,69.2,-1.9,-35.1,/,66.2,16.1,-0.8
CC(OC(=O)c1cccc(S(=O)(=O)Nc2cccc(C(F)(F)F)c2)c1)C(=O)Nc1ccc2c(c1)OCCO2 (stereo unspecified),-2.6,-1.5,-5.3,84.9,4.4,-12.5,/,76.0,14.5,0.6
CCCc1ccc(Oc2coc3cc(OCC(=O)Nc4ccccc4C)ccc3c2=O)cc1,6.5,-12.9,-8.2,84.3,-1.6,1.2,/,81.4,31.6,-4.2
Cc1ccc(-c2nc(CSCC(=O)N3CCN(c4ccccn4)CC3)c(C)o2)cc1,5.4,0.0,/,16.8,-2.0,17.0,36.0,21.5,4.5,-8.8
COc1ccc(CCNc2ccncn2)cc1OC,2.9,-3.5,-0.5,94.0,0.2,-26.2,-5.9,101.2,7.3,2.8
Cc1oc(-c2ccccc2)cc1C(=O)Nc1ccccc1,8.0,8.8,-3.5,75.1,-3.1,-31.9,-23.5,80.9,3.8,-21.8
CCOC(=O)c1ccc(NS(=O)(=O)c2ccc3[nH]c(=O)[nH]c3c2)cc1,-1.3,0.7,0.4,81.2,-3.9,-24.5,-25.1,84.1,38.2,-8.6
Cc1nc(NC(=O)c2ccco2)sc1-c1csc(Nc2ccc(Cl)cc2Cl)n1,-2.5,-15.4,/,75.5,-1.5,-89.2,7.8,67.2,2.2,-6.7
Nc1nc2nonc2nc1N1CCCCC1,-2.4,4.0,1.9,97.6,0.7,4.5,-39.0,105.0,7.0,-3.9
COc1ccc(S(=O)(=O)NCC2CCC(C(=O)NCc3ccco3)CC2)cc1 (stereo unspecified),-1.9,-11.0,0.7,104.4,-4.1,-33.9,/,98.3,12.5,-3.2
CCOC(=O)C(C(=O)Nc1nccs1)C1CCCCC1 (stereo unspecified),2.3,10.9,-1.2,89.0,4.7*,-14.1,37.5,87.4,3.7,-3.2
Cc1cccc(N=C2NC(=O)CS2)c1,3.2,8.8,1.1,101.6,0.5,-31.6,-31.7,116.9,23.6,-6.6
CCOC(=O)c1c(CN(CC)CC)oc2cc(Br)c(O)cc12,2.3,-0.7,-0.2,91.2,-1.5,-62.0,4.8,82.8,6.1,-12.4
O=C(CNC(=O)c1ccccc1)NCCc1nc2ccccc2[nH]1,-0.2,2.3,-2.1,99.7,-0.6,-25.7,-23.7,95.9,2.9,-5.5
Cc1cc(NC(=O)CN2CCOCC2)n(-c2nc3ccccc3s2)n1,6.5,-15.8,2.3,78.3,-5.1,-45.1,20.8,78.6,6.9,-9.0
CC1CCN(S(=O)(=O)c2ccc3ncn(CC(=O)N(C)Cc4ccccc4)c(=O)c3c2)CC1,-1.3,-8.6,/,76.7,-5.9,-53.4,/,81.0,3.5,-10.8
COC(=O)c1sc(S(=O)(=O)N2CCN(c3ccccc3)CC2)c(C(=O)OC)c1C,4.2,5.1,-0.4,88.6,-2.9,-25.9,-38.3,80.6,7.1,-5.0
CN(C)C(=O)C1OC(C)(C)OC1C(=O)N(C)C (stereo unspecified),-0.7,-1.2,-1.2,99.1,-2.1,-0.8,6.1,94.0,14.9,-5.4

# With a hit mark in Yeast life ext, of those listed so far:
SMILES | NPY Y2 blocker | GALR2 antag | Phagocyt inh | BB579 growth dn | E-sel TNF inh | Measles CPE | Yeast life ext
Cc1ccccc1C(=O)NNC(=S)NC(=O)c1ccccc1 | 2.3 | -7.8 | 4.7 | 27.4 | / | 11.2 | 30.4*

# A few values from above:
# Cc1ccc(-c2nc(CSCC(=O)N3CCN(c4ccccn4)CC3)c(C)o2)cc1 – E-sel TNF inh: 36.0
# COc1ccc(CCNc2ccncn2)cc1OC – NPY Y2 blocker: 2.9
# CCOC(=O)C(C(=O)Nc1nccs1)C1CCCCC1 (stereo unspecified) – BB579 growth dn: -14.1
# CCOC(=O)c1c(CN(CC)CC)oc2cc(Br)c(O)cc12 – Measles CPE: 6.1
